# High-throughput results: PubChem, several laboratories
# KCNK9 block: human KCNK9 channel inhibition | HEK293 KCNK9, FluxOR thallium flux fluorescence; active compounds read low | B-score at 10 µM | 1.2% of 310,000 active;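 active = ratio B-score over 3 SD below the library mean, with starting fluorescence within 5 SD of its mean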;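 note: negative B-score means less thallium flux so channel inhibition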
# Target sequence (Q9NPC2 whole entry, looked up): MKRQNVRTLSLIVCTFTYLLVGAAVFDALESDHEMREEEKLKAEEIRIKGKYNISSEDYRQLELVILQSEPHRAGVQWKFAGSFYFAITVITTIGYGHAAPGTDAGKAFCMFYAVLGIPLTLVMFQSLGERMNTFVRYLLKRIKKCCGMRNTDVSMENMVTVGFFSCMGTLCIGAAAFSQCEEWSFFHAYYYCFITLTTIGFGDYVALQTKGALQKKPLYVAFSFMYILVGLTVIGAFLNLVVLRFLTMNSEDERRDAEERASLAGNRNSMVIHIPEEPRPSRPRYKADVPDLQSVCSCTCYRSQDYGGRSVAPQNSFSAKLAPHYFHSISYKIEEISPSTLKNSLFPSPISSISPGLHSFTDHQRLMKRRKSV
# KCNK3 block: human KCNK3 channel inhibition, primary screen | O14649 | CHO-KCNK3 thallium flux, FluxOR fluorescence; active compounds read low | B-score at 10 µM | 0.84% of 340,000 active | AID 602410;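 active = B-score under library mean minus 4 SD, starting fluorescence ratio at most library mean plus 5 SD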;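 note: more negative B-score means stronger inhibition of thallium flux through KCNK3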
# PolyA inh: inhibitors of polyadenylation in S. cerevisiae. S. cerevisiae SKY197-pL101 polyadenylation reporter, beta-gal luminescence; efflux-impaired pdr1/pdr3 knockout yeast; score 100 = 6 SD above DMSO. calls only at 12 µM. 0.02% of 300,000 active;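 active = lowest replicate activity score at least 50, where 100 means six control SD above control mean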;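 note: yeast exposed to compound for 9 h at 30 °C; higher score means more reporter readthrough which indicates perturbed polyadenylation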
# GSK3A inh: blocks human GSK-3 alpha kinase; 0.1% of 320,000 active; AID 2650; ADP-Glo luminescence, 60 min; inhibition, % at 10 µM;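 in the data active = inhibition above about 50%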;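 note: GST-tagged GSK-3 alpha with peptide substrate and 25 µM ATP; 0% = DMSO neutral wells and 100% = GW8510 positive control wells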
# GSK3beta inhib: inhibitors of human GSK3beta kinase; P49841; GST-GSK3beta kinase, ADP-Glo luminescence, 60 min; active compounds read low; activity score (negative = inhibition), % at 10 µM; 0.038% of 300,000 active;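 active = more than half of replicate wells score below -50%, meaning over 50% inhibition versus plate controls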;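 note: 0% = median DMSO wells and -100% = median GW8510 positive control wells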
# Target sequence (P49841 whole entry, looked up): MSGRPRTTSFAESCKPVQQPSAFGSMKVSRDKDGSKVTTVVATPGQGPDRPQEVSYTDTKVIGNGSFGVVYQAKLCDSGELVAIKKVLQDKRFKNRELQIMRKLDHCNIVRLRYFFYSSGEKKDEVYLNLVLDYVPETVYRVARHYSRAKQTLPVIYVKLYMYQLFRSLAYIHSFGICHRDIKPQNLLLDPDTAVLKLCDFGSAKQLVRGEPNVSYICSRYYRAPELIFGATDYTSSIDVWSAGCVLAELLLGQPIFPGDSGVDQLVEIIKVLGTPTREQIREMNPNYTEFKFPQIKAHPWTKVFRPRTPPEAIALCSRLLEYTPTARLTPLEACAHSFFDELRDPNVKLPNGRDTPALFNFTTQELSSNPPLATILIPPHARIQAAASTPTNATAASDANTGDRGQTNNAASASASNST
#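 test system = GST-tagged human GSK3beta kinase, cell-free | reagent = 25 µM ATP with peptide substrate | dosing = one dose of 10 µM per compound | schedule = 60 min reaction, RT | detection = luminescent ADP-Glo measurement of ADP formed | control set = DMSO neutral wells and GW8510 at 20 µM as positive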
# DYRK1A inh: inhibitors of rat Dyrk1A kinase; inhibition, % at 12.5 µM; AID 504441; 0.43% of 310,000 active; ADP-Glo luminescence, NFATc1 peptide; Q63470; in the data active = inhibition above about 50%;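 note: plate controls were vehicle with enzyme for no effect and no enzyme for full effect; many of its hits are not listed in these tables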
# hERG rescue: hERG (human) protection from proarrhythmic block. Q12809. CHO-hERG, FluxOR thallium flux, dofetilide IC70 present. activation (rescue from dofetilide block), less the hit threshold, % at 10 µM. 0.51% of 310,000 active. AID 1511;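 active = activation above the mean of controls blocked by dofetilide plus 5 SD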;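 note: thallium influx through hERG after potassium depolarization seen as dye fluorescence rise; in these data hits start at about 4.7%; inactives centre near -7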
# KCNQ1 inh: blocks the human KCNQ1 potassium channel. P51787. CHO-K1 KCNQ1, FluxOR thallium flux fluorescence; active compounds read high. B-score at 10 µM. 1.3% of 310,000 active. AID 2642;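 active = compounds whose thallium flux B-score, printed positive for inhibition, exceeds three library SD while starting fluorescence stays within three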;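 note: channel opened by potassium depolarization with thallium stimulus after 20 min compound exposure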
# KCNQ1 pot: human KCNQ1 channel potentiation or activation; B-score at 10 µM; CHO-K1 KCNQ1, thallium flux FluxOR fluorescence; active compounds read high; P51787; 0.35% of 310,000 active; AID 2648;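 active = fluorescence ratio B-score, a plate-corrected score, at least three library SD, with initial intensity B-score within 5 SD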
#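 Assay system: CHO-K1 cells stably expressing KCNQ1. Medium: assay buffer for compound exposure, DMSO matched across wells. Timing: 37 °C overnight plating, 90-min dark dye load, 20-min compound pretreatment. Signal: kinetic FluxOR fluorescence, 10 s baseline plus 110 s post-stimulus.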
# RGS4 block: inhibitors of human RGS4. HEK293 M3R/RGS4 inducible, Fluo-4 calcium flux; active compounds read high; triggered by carbachol at its EC20. B-score at 10 µM. 0.45% of 310,000 active;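 active = B-score, a plate-corrected calcium signal, over three deviations above library mean, with baseline fluorescence within five deviations of library mean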;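 note: RGS4 expression induced by doxycycline in cells with stable M3 receptor; B-score is computed from the integrated fluorescence ratio over baseline after carbachol; higher B-score means a larger calcium signal and so more RGS4 inhibition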
# Target sequence (P49798 whole entry, looked up): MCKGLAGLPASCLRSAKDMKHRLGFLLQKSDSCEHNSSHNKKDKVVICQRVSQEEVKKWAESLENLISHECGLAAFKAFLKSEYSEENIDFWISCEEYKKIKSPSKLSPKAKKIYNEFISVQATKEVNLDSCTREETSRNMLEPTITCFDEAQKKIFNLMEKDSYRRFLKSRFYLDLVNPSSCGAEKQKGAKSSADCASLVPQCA
# RGS4 act: RGS4 potentiation or activation | HEK293 M3R/inducible RGS4, carbachol calcium flux Fluo4; active compounds read low | B-score at 10 µM | 0.92% of 310,000 active | AID 463111;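 active = B-score of the integrated calcium signal more than 4 SD below the library mean, with starting fluorescence not abnormally high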;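 note: negative B-score means reduced calcium response which marks RGS4 activation or potentiation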
#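 Material: Inducible-RGS4 HEK293 cells carrying M3 receptor; also added: carbachol at ECmax as muscarinic agonist stimulus; incubation: compound preincubation 20 min at room temperature before agonist; signal: Fluo4-AM (2 µM) calcium-flux fluorescence, kinetic read; measure: integrated calcium ratio converted to B score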
# Starred values were filed as active, the others as inactive; i = inactive; nt = not tested or not shown.
Compound | KCNK9 block | KCNK3 block | PolyA inh | GSK3A inh | GSK3beta inhib | DYRK1A inh | hERG rescue | KCNQ1 inh | KCNQ1 pot | RGS4 block | RGS4 act
CCCCn1c(O)c(C(CC)=Nc2ccc3c(c2)CCC3)c(=O)[nH]c1=O | i | i | i | -2 | -1 | 3 | -9 | i | i | i | i
CCn1c(=O)c(C(=O)CN2CCc3ccccc32)c(N)n(Cc2ccccc2)c1=O | i | i | i | 1 | 0 | -1 | -10 | i | i | i | i
CCSc1n[nH]c2nc3c(c(=O)n12)C1(CCCCC1)Cc1ccccc1-3 | i | i | i | 13 | 3 | -6 | -11 | i | i | i | i
Cc1cc(C(=O)NC2=NCCS2)cs1 | i | i | i | 5 | 3 | 4 | -6 | i | i | i | i
CCN1C(=O)[C@H]2[C@@H](c3ccc(C)cc3)N3C(=O)N(c4ccc(C(F)(F)F)cc4)C(=O)[C@@]3(CC(C)C)[C@H]2C1=O | -7.6* | i | i | -1 | 3 | 3 | -7 | i | i | i | i
CCC(=O)Nc1cccc(-n2nnnc2SCC(=O)NCc2ccco2)c1 | i | i | i | 3 | 1 | 1 | -2 | i | i | i | i
O=[N+]([O-])c1ccc(CN2C=NS(=O)(=O)c3ccccc32)cc1 | i | i | i | -1 | -1 | -2 | -16 | i | i | i | i
CCOc1ccc(N=Nc2c(=O)[nH]n3c(C)cc(C)nc23)cc1 | i | i | i | 2 | 0 | 7 | 0 | i | i | i | i
O=C(Nc1ncc(Cc2ccccc2Cl)s1)C1=NCCN1 | i | i | i | -3 | -1 | 1 | -10 | i | i | i | i
Cc1c(NC(=O)NC(C)N2C(=O)C3C4C=CC(C4)C3C2=O)c(=O)n(-c2ccccc2)n1C (stereo not given) | i | i | i | -2 | 2 | -7 | -5 | i | i | i | i
COc1cc(C(=O)OCC(=O)NC(=O)C2CCCCC2)ccc1OC(F)F | i | i | i | -1 | 4 | -4 | -9 | i | i | i | i
Cc1cccc2sc(NC(=O)CSc3nnnn3C)nc12 | i | i | i | 0 | 1 | nt | -11 | i | i | i | i
CCN(CC)S(=O)(=O)c1cc(NC(=O)C(C)N(C)CC(=O)Nc2c(C)cccc2C)ccc1C (stereo not given) | -10* | i | i | 1 | -5 | -1 | -11 | i | i | i | i
CC1C(=O)N2CCCc3cc(NC(=O)C(=O)NCc4ccccn4)cc1c32 (stereo not given) | i | i | i | -3 | -1 | 2 | -9 | i | i | i | i
CCOC(=O)c1c(S(=O)(=O)NCc2ccco2)c(C)n(C)c1C | i | i | i | -12 | 0 | -3 | -1 | i | i | i | i
CCCCNC(=O)CN(c1cc(C(F)(F)F)ccc1Cl)S(C)(=O)=O | i | i | i | -1 | 3 | -7 | -11 | i | i | i | i
C/C(=N\NC(=O)CC(C)C)c1c(C(F)(F)F)[nH]n(-c2nc3ccccc3s2)c1=O | i | i | i | 2 | 1 | 29 | -14 | i | i | i | i
CCc1ccc(Nc2n[n+](C)c(-c3ccncc3)s2)cc1 | i | i | i | 0 | 1 | 3 | -9 | i | i | i | i
CCn1c(SCC(=O)Nc2ccc3c(c2)OCO3)nnc1-c1ccccc1O | i | i | i | -4 | 2 | 22 | -2 | i | i | i | i
O=C(Nc1ccon1)c1sc2cc(Cl)ccc2c1Cl | i | i | i | -2 | 0 | 2 | -9 | i | i | i | i

# Further compounds.
Compound | KCNK9 block | KCNK3 block | PolyA inh | GSK3A inh | GSK3beta inhib | DYRK1A inh | hERG rescue | KCNQ1 inh | KCNQ1 pot | RGS4 block | RGS4 act
FC(F)(F)c1nc(Oc2ccccc2)c2ccccc2n1 | i | i | i | -1 | 3 | -3 | -5 | i | i | i | i
COc1ccc(C(C(=O)Nc2ccc(C(C)C)cc2)N(C)C(=O)c2ccc(=O)[nH]c2)cc1 (stereo not given) | i | i | i | 0 | 2 | 0 | -11 | i | i | i | i
Cc1cc(Cl)ccc1NC(=O)CN1CCN(C(=O)c2ccco2)CC1 | i | i | i | 0 | 2 | nt | -15 | i | i | i | i
CN(C)C/C(Cl)=C(\Cl)c1ccccc1 | i | i | i | -3 | 1 | 11 | -7 | i | i | i | i
O=C1c2ccccc2S(=O)(=O)c2cc(N3CCc4ccccc4C3)ccc21 | i | nt | i | 0 | -4 | nt | -19 | i | i | i | i
CCc1ccccc1NC(=O)c1cc(S(=O)(=O)N2CCc3ccccc32)cn1C | i | i | i | -1 | 3 | 0 | -9 | i | i | i | i
CC(C)c1c(C(=O)N/N=C/c2cccc(OCc3ccccc3)c2)nnn1-c1nonc1N | i | i | i | -1 | 0 | 1 | -12 | i | i | i | i
CCCCOc1ccc(NC(=O)Cn2c(=O)ccc3c(C)cc(C)nc32)cc1 | i | i | i | -2 | -1 | -2 | -1 | i | i | i | i
CCOc1ccccc1CN1C(=O)NC2(CCCCCC2)C1=O | i | i | i | 4 | -4 | 2 | -11 | i | i | i | i
CC1=C(C(=O)c2ccccc2)C(c2ccc(N3CCOCC3)cc2)NC(=O)N1 (stereo not given) | i | i | i | 0 | -1 | 10 | -7 | i | i | i | i
CC(C)(C)C(=O)O/N=C(\N)c1ccc([N+](=O)[O-])s1 | i | i | i | 1 | -1 | -5 | -8 | i | i | i | i
Nc1ncnc(Sc2ncccn2)c1[N+](=O)[O-] | i | i | i | nt | 0 | 11 | -16 | i | i | i | i
CC(C)OC(=O)c1ccc(COC(=O)c2cnccn2)cc1 | i | i | i | 1 | -1 | 5 | -5 | i | i | i | i
O=C(Nc1nnc(COc2ccc(Cl)cc2)s1)c1cccs1 | i | i | i | -2 | -1 | -2 | -4 | i | i | i | i
CC(Oc1cc2oc(=O)c3c(c2cc1Cl)CCC3)C(=O)N1C[C@H]2C[C@@H](C1)c1cccc(=O)n1C2 (stereo not given in full) | i | i | i | -2 | -3 | 8 | -2 | i | i | i | i
CC(=O)Nc1ccc(S(=O)(=O)NC(C)c2nc(-c3ccccc3)no2)cc1 (stereo not given) | i | i | i | 0 | 1 | 1 | -8 | i | i | i | i
CCOc1ccc(OCCC(=O)OC(C)C(=O)Nc2ccc(C(C)=O)cc2)cc1 (stereo not given) | i | i | i | 0 | 1 | 1 | -3 | i | i | i | i
COc1cccc(NC(=O)CCc2nnc3ccc(NCc4ccco4)nn23)c1 | i | i | i | -1 | 0 | 3 | -9 | i | i | i | i
C=CC[C@@]12C=C(OC)C(=O)C(OC)=C1O[C@H](c1ccc3c(c1)OCO3)[C@H]2C | i | i | i | -4 | -3 | -2 | -8 | i | i | i | i
Cc1cc(C)cc(NS(=O)(=O)c2cc(C(=O)NCc3ccccn3)ccc2Cl)c1 | i | i | i | 7 | 0 | -14 | -20 | i | i | i | i

# Next section:
Compound | KCNK9 block | KCNK3 block | PolyA inh | GSK3A inh | GSK3beta inhib | DYRK1A inh | hERG rescue | KCNQ1 inh | KCNQ1 pot | RGS4 block | RGS4 act
O=C(c1ccccc1F)N1CCN(S(=O)(=O)c2ccc3c(c2)OCCO3)CC1 | i | i | i | nt | -1 | 12 | -7 | i | i | i | i
COc1ccc(N(CC(=O)Nc2ccccc2OC)S(=O)(=O)c2ccc(OC)c(OC)c2)cc1 | i | i | i | -1 | 1 | -6 | -8 | i | i | i | i
CCOC(=O)N1CCN(C(=O)CSc2nnc3[nH]c(=O)c(C)c(C)n23)CC1 | i | i | i | -2 | 1 | -6 | -9 | i | i | i | i
NS(=O)(=O)c1cc(C(=O)OCC(=O)Nc2ccc(Cl)cc2[N+](=O)[O-])ccc1Cl | i | i | i | 6 | 1 | -2 | -7 | i | i | i | i
CCN(CC)CCOC(=O)c1ccc(NC(=O)CCCN2C(=O)/C(=C\c3cccs3)SC2=S)cc1 | i | i | i | -5 | -10 | 0 | -20 | i | i | i | -7.6*
CC1C(=O)Nc2ccccc2N1C(=O)c1ccc(Cl)c(Cl)c1 (stereo not given) | i | i | i | -1 | 2 | -1 | -4 | i | i | i | i
COC(=O)C1CC23C=CCN4CCC5(c6ccccc6NC15C2C)C43 (stereo not given) | i | i | i | -2 | 0 | -14 | -5 | i | i | i | i
CCCN(CCC)CCCNC(=O)C1CCC(CNS(=O)(=O)c2cccc3nsnc23)CC1 (stereo not given) | i | i | i | -1 | 1 | -2 | -7 | i | i | i | i
COc1ccc(CCNC(=O)COc2ncnc3ccccc23)cc1 | i | i | i | -1 | 5 | nt | -5 | i | i | i | i
Fc1ccc(NC(=S)NCc2ccccc2)cc1 | i | i | i | 3 | 7 | 8 | 1 | i | i | i | i
CSc1cccc(NC(=O)Nc2ccc(Cl)cc2)c1 | i | i | i | -1 | -1 | 3 | -17 | 17* | i | i | i
O=S(=O)(NC1CC1)c1ccc(S(=O)(=O)N2CCCC(c3nc(-c4cccnc4)no3)C2)cc1 (stereo not given) | i | i | i | -1 | -1 | -2 | -13 | i | i | i | i
O=C(c1ccc2nc(Cc3cccc(Cl)c3)oc2c1)N1CCC(O)CC1 | i | i | i | -1 | 1 | -3 | -3 | i | i | i | i
N#CC(c1ccc(O)cc1)c1ncc(C(F)(F)F)cc1Cl (stereo not given) | i | i | i | -1 | -1 | -1 | -6 | i | i | i | i
O=C(O)c1cc(Cl)c2ccccc2c1O | i | i | i | -1 | 3 | 2 | -13 | 6* | i | i | i
Cc1nnc2sc(SCc3ccc(Cl)cc3)nn2c1=O | i | i | i | nt | 4 | 5 | -4 | i | i | i | i
CC(C)N1CCC2(CC1)C(C#N)=C(N)NC(S)=C2C#N | i | nt | i | 26 | -23 | nt | -6 | i | i | i | i
COc1ccccc1CN(C(=O)CNC(=O)c1ccco1)C(C(=O)NCC1CCCO1)c1ccccc1 (stereo not given) | i | i | i | -1 | -4 | -1 | -26 | i | i | i | i
COc1ccc(-c2nn(-c3ccccc3)cc2/C=C\C(=O)N2CCOCC2)cc1[N+](=O)[O-] | i | i | i | -3 | -2 | 6 | -9 | i | i | i | i

# Marked active in KCNK9 block, among the entries above:
smiles	KCNK9 block	KCNK3 block	PolyA inh	GSK3A inh	GSK3beta inhib	DYRK1A inh	KCNQ1 inh	KCNQ1 pot	RGS4 block
CCN1C(=O)[C@H]2[C@@H](c3ccc(C)cc3)N3C(=O)N(c4ccc(C(F)(F)F)cc4)C(=O)[C@@]3(CC(C)C)[C@H]2C1=O	-7.6*	i	i	-1	3	3	i	i	i
CCN(CC)S(=O)(=O)c1cc(NC(=O)C(C)N(C)CC(=O)Nc2c(C)cccc2C)ccc1C (stereo not given)	-10*	i	i	1	-5	-1	i	i	i

# The list is partial; count on the stated rates, not on these rows.
